Bioassay records (PubChem BioAssay)
SENP6 block: inhibitors of human SENP6 protease; hit rate 1.8% among 330,000; Recombinant SENP6 catalytic domain, aminoluciferin luminescence; inhibition, % at 10 µM; AID 2599; Q9GZR1;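 active = inhibition above about 50% at the single tested dose, limit read from the data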;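 note: plate controls were DMSO wells with enzyme for no effect and DMSO wells lacking enzyme for full effect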
Target sequence (Q9GZR1 628-1112 limits assumed): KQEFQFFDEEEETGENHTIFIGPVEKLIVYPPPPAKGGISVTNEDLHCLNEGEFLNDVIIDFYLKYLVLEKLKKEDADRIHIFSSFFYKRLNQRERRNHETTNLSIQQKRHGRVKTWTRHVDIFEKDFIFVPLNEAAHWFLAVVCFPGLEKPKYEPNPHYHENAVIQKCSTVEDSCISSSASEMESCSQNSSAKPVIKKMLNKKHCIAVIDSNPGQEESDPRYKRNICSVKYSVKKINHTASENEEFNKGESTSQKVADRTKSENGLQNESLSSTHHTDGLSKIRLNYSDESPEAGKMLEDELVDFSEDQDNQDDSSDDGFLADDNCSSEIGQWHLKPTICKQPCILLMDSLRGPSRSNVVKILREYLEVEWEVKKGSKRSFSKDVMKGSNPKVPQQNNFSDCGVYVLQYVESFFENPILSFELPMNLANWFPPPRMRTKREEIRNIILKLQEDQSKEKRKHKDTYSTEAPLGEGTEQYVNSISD
SENP7 block: inhibitors of human SENP7 protease | recombinant SENP7, Z-RLRGG-aminoluciferin luminescence, 40 min | inhibition, % at 5 µM | hit rate 1.5% among 330,000 | Q9BQF6;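 active = inhibition above about 50% at the single test dose, limit read from the data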;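 note: plate controls were DMSO with enzyme for no effect and no enzyme buffer wells for full effect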
SENP1 FRET inh: SENP1 (human) catalytic domain inhibition | hit rate 0.21% among 360,000 | AID 624204 | inhibition, % at 10 µM | recombinant SENP1 catalytic domain, CyPet-SUMO1-YPet FRET cleavage | Q9P0U3;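 active = inhibition at least 30% at 10 µM, raw YFP signal under a set limit, fluorescence ratio 0.5 to 1.5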;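 note: 0% = enzyme with DMSO and 100% = no enzyme wells; some results filed as inactive read as strong as hits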
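System: Recombinant human SENP1 catalytic domain, His6-tagged | Incubation: Enzyme reaction for 50 min at room temperature, dark | Medium: Tris pH 8 with BME, BSA, NP40 and catalase | Also added: 25 nM SUMO1 FRET substrate | Compound: 10 µM single point, 0.5% DMSO | Measured by: FRET fluorescence in CFP and YFP emission channels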
SENP8 block-1: SENP8 (human) protease inhibition. Q96LD8. AID 602440. recombinant SENP8, Nedd8 substrate fluorescence. inhibition, % at 20 µM. hit rate 0.64% among 360,000; in the data active = inhibition mostly above about 40%, no sharp cut-off; inactive = mostly below about 27%
Target sequence (Q96LD8 whole entry, looked up): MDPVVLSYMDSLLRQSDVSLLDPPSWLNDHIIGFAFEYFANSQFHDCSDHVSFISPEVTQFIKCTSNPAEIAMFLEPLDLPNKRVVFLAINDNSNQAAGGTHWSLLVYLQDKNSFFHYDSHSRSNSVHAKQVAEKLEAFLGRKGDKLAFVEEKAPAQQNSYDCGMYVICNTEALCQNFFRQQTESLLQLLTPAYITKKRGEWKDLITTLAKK
SENP8 block-2: inhibitors of human SENP8 protease; Q96LD8; purified SENP8, Z-RLRGG-aminoluciferin cleavage, luminescence; inhibition, % at 10 µM; hit rate 1.2% among 330,000; AID 2540; in the data active = inhibition above about 50%
Apaf-1 inh: blocks human Apaf-1 apoptosome activity | hit rate 0.71% among 330,000 | inhibition, % at 20 µM | reconstituted apoptosome caspase-3 activity, DEVD-Rh110 fluorescence; active = inhibition of at least 40% at 20 µM;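 note: plate controls were DMSO wells for no effect and DEVD-CHO caspase inhibitor wells for full effect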
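detection = Rh110 fluorescence intensity | test system = biochemical Apaf-1 apoptosome reconstitution | also added = cytochrome c and DEVD-Rh110 substrate | schedule = 30 min plus 50 min, RT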
APOBEC3G inh: APOBEC3G (human) deaminase inhibition; Q9HC16; recombinant A3G, ssDNA deamination FAM/TAMRA fluorescence; inhibition, % at 20 µM; hit rate 0.28% among 330,000; AID 493012;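 active = inhibition of at least 40% at 20 µM, with no more than 30% in the related APOBEC3A deaminase screen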;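 note: plate controls were DMSO wells with A3G for no effect and wells lacking A3G enzyme for full effect; some compounds called inactive have numbers as strong as hits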
Target sequence (Q9HC16 whole entry, looked up): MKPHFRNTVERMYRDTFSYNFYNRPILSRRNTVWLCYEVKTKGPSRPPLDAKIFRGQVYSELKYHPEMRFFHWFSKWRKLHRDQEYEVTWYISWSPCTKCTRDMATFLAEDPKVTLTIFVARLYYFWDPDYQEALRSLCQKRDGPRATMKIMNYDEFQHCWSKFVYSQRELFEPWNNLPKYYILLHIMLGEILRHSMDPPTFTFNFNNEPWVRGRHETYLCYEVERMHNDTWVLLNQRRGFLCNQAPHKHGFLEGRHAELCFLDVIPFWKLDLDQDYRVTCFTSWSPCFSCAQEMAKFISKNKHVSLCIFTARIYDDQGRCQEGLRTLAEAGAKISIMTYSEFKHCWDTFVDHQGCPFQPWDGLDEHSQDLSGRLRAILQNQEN
UBC13 polyUb: blocks human UBC13 polyubiquitin chain formation | P61088 | inhibition, % at 20 µM | TR-FRET | hit rate 0.47% among 330,000 | AID 485273; in the data active = inhibition above about 45%, passing the limit was not always enough
* hit, by the source's call; i = inactive; . = not tested or not shown; & = joins results of further samples.

1) CC1=C(OC(=O)c2ccccc2)C(C)(C)C(c2ccc(Br)cc2)OC1=O (configuration not stated)
2) COc1ccccc1CCNC(=O)c1ccoc1C
3) CCC1(CC)NC(=O)N(CC(=O)N2N=C(c3ccc(Cl)cc3)CC2c2ccco2)C1=O (configuration not stated)
4) CN=C1CC(C)(C)CC(=O)/C1=C(/O)CCCN1C(=O)c2ccccc2C1=O
5) O=C(Nc1cccc(F)c1)N(Cc1ccc(Cl)cc1)CC(O)C(F)(F)F (configuration not stated)
6) Cc1c(C(=O)NC(C(C)C)C(C)C)cccc1[N+](=O)[O-]
7) Cc1cccc(NC(=O)c2snc3c(=O)[nH]cnc23)c1
8) O=C(N/N=C/C=C\c1ccco1)c1cccnc1
Assay by compound | 1 | 2 | 3 | 4 | 5 | 6 | 7 | 8
SENP6 block | -19 | 21 | -6 | 16 | -17 | -5 | 41 | -11
SENP7 block | 0 | 0 | 9 | 2 | -12 | -4 | 5 | -3
SENP1 FRET inh | 0 | 2 | -4 | 2 | 0 | 1 | . | 5
SENP8 block-1 | 17 | -2 | 4 | 13 | 8 | 12 | . | -36
SENP8 block-2 | -13 | -14 | -4 | 2 | -9 | -1 | 15 | 1
Apaf-1 inh | 17 | -9 | 24 | -11 | 19 | 1 | 2 | -2
APOBEC3G inh | -13 | -7 | -5 | -10 | -2 | -5 | -1 | 4
UBC13 polyUb | 5 | 2 | -2 | 9 | 3 | 1 | -6 | -6

9) CC1=C(C#N)C(NC(=O)C2CC2)(C(F)(F)F)C(=O)N1 (configuration not stated)
10) CS(=O)(=O)N(CC(=O)Nc1ccc(S(=O)(=O)N2CCCC2)cc1)c1cccc(F)c1
11) O=C(CSc1cn(CC(=O)N2CCCCC2)c2ccccc12)NCC1CCCO1 (configuration not stated)
12) Cc1sc2nc(SCC(=O)N3CCOCC3)[nH]c(=O)c2c1C
13) Fc1ccc(OCCOCCNCC2CCCO2)cc1 (configuration not stated)
14) CCOc1ccc(OCC)c(S(=O)(=O)N2CCCCC2C)c1 (configuration not stated)
15) Cc1ccc(S(=O)(=O)[N-]c2nc3ccccc3nc2-n2cc[n+](Cc3ccccc3)c2)cc1
16) Cn1nnnc1SCc1nc2ccccc2s1
Assay by compound | 9 | 10 | 11 | 12 | 13 | 14 | 15 | 16
SENP6 block | -15 | 0 | -3 | -3 | -5 | 2 | -38 | 4
SENP7 block | 5 | -2 | 0 | 0 | -2 | 4 | 0 | 7
SENP1 FRET inh | 2 | 3 | 1 | 2 | 2 | 1 | -36 | 0
SENP8 block-1 | 21 | 18 | 20 | 13 | 12 | 8 | -434 | -5
SENP8 block-2 | -2 | -9 | -6 | -2 | -10 | 10 | 1 | -19
Apaf-1 inh | -8 | 9 | -3 | 4 | 14 | 11 | 6 | 5
APOBEC3G inh | 8 | -6 | -13 | -10 | -5 | 1 | 2 | -1
UBC13 polyUb | 0 | -7 | 0 | 7 | -4 | -11 | -1 | -5

17) COCCn1c(SCc2ccccc2F)nc2ccccc2c1=O
18) COc1ccccc1/C=C/C(=O)NCC(=O)N/N=C/c1ccc(C)o1
19) COc1ccc(OC)c(NC(=O)COC(=O)c2ccc(S(=O)(=O)N3CCOCC3)cc2)c1
20) O=C(COC(=O)c1ccc(S(=O)(=O)N2CCCCC2)cc1)NCc1ccc(F)cc1
21) COc1ccc(N(C(=O)c2snc(C(N)=O)c2N)C(C(=O)NC2CCCC2)c2ccco2)c(OC)c1 (configuration not stated)
22) CCOc1ccc(N(CC)S(=O)(=O)c2ccc3c(c2)n(C)c(=O)c(=O)n3C)cc1
23) O=C(c1cc2cc(Cl)ccc2[nH]1)N1CCN(c2ccc(F)cc2)CC1
24) O=C1C=C(/C=C/c2ccccc2)C[C@@H](c2ccc3c(c2)OCO3)C1
Assay by compound | 17 | 18 | 19 | 20 | 21 | 22 | 23 | 24
SENP6 block | 1 | -12 | -14 | -7 | -2 | 13 | 0 | -30
SENP7 block | 5 | -7 | -2 | 13 | -7 | 9 | 2 | -9
SENP1 FRET inh | -1 | -3 | -1 | 1 | -9 | 2 | 1 | 0
SENP8 block-1 | 8 | -56 | 23 | 5 | -266 | 3 | 12 | -13
SENP8 block-2 | -2 | -9 | 8 | 1 | -11 | -3 | -3 | -20
Apaf-1 inh | 10 | 4 | 4 | 3 | 0 | 5 | 12 | 35
APOBEC3G inh | -1 | -1 | -3 | -9 | -9 | -8 | -7 | -5
UBC13 polyUb | 2 | -12 | 9 | -3 | 5 | -10 | 8 | -5

Molecules above that contain four or more nitrogen atoms, in the order listed:
3) CCC1(CC)NC(=O)N(CC(=O)N2N=C(c3ccc(Cl)cc3)CC2c2ccco2)C1=O (configuration not stated)
7) Cc1cccc(NC(=O)c2snc3c(=O)[nH]cnc23)c1
15) Cc1ccc(S(=O)(=O)[N-]c2nc3ccccc3nc2-n2cc[n+](Cc3ccccc3)c2)cc1
16) Cn1nnnc1SCc1nc2ccccc2s1
21) COc1ccc(N(C(=O)c2snc(C(N)=O)c2N)C(C(=O)NC2CCCC2)c2ccco2)c(OC)c1 (configuration not stated)
Assay by compound | 3 | 7 | 15 | 16 | 21
SENP6 block | -6 | 41 | -38 | 4 | -2
SENP7 block | 9 | 5 | 0 | 7 | -7
SENP1 FRET inh | -4 | . | -36 | 0 | -9
SENP8 block-1 | 4 | . | -434 | -5 | -266
SENP8 block-2 | -4 | 15 | 1 | -19 | -11
Apaf-1 inh | 24 | 2 | 6 | 5 | 0
APOBEC3G inh | -5 | -1 | 2 | -1 | -9
UBC13 polyUb | -2 | -6 | -1 | -5 | 5

Continued:
25) CCOC(=O)C1(Cc2cccc(F)c2)CCN(CCCn2cccn2)CC1
26) C/C(=C\C(=O)O)CC(=O)O
27) COCCN(C(=O)Nc1ccccc1OC)c1nc2ccccc2s1
28) CCCSc1ccc([C@H]2N[C@@](CC(C)C)(C(=O)OC)[C@H]3C(=O)N(C)C(=O)[C@@H]23)cc1
29) CCn1c(=O)c(C(=O)NCc2ccc3c(c2)OCO3)c(O)c2ccccc21
30) C=CCOC(=O)C1=C(C)NC(SCC(=O)NC(=O)OCC)=C(C#N)C1c1cccnc1 (configuration not stated)
31) Cc1ccc(-c2nc3ccccc3c(=O)n2-c2c(C)n(C)n(-c3ccccc3)c2=O)cc1
32) CCOC(=O)c1cn2cccnc2n1
Assay by compound | 25 | 26 | 27 | 28 | 29 | 30 | 31 | 32
SENP6 block | -11 | -9 | -2 | 1 | -1 | 1 | -7 | -2
SENP7 block | 2 | 2 | -8 | 4 | -1 | 4 | 3 | 4
SENP1 FRET inh | 0 | 2 | 0 | 0 | -1 | -47&3 | 0 | 1
SENP8 block-1 | -2 | 33 | 10 | -2 | -19 | -409&-7 | 9 | i
SENP8 block-2 | -3 | 2 | -2 | -4 | 2 | -8 | -7 | -6
Apaf-1 inh | 1 | -16 | 3 | 15 | 8 | -20 | 1 | -9
APOBEC3G inh | -7 | -7 | -4 | 3 | -6 | -5 | -2 | -3
UBC13 polyUb | -3 | -6 | -1 | 6 | 39 | 8 | -2 | 15

33) O=C(Cn1cnnn1)Nc1ccccc1Cc1ccccc1
34) COc1ccc(-n2c(C)nnc2SCC(=O)NC2CC2)cc1
35) Cc1cc(-c2csc3nc[nH]c(=S)c23)cc(C)c1C
36) Cc1ccc(-c2c3c(=O)n(C)c(=O)n(C)c3cn2-c2ccccc2O)cc1
37) O=C(COc1ccc([N+](=O)[O-])cc1Cl)N1CCOCC1
38) O=C(O)CCCNC1=NCCC1
39) Cc1ccc(C2=NN(C(=O)CCC(=O)O)C(c3cn(-c4ccccc4)nc3-c3ccc(C)cc3)C2)cc1 (configuration not stated)
40) COc1cc(OC)nc(NC2OC(=O)c3ccccc32)n1 (configuration not stated)
Assay by compound | 33 | 34 | 35 | 36 | 37 | 38 | 39 | 40
SENP6 block | -18 | -13 | -6 | -20 | -8 | -15 | 25 | 6
SENP7 block | -7 | -1 | -4 | -2 | 1 | -10 | 8 | 1
SENP1 FRET inh | 2 | 4 | -2 | 1 | 2 | -4 | 0 | 2
SENP8 block-1 | 14 | 1 | 18 | -497 | 20 | 20 | -16 | 8
SENP8 block-2 | -3 | -9 | 5 | -11 | 1 | -10 | 11 | 3
Apaf-1 inh | 13 | 2 | 1 | 17 | 2 | 9 | 30 | -12
APOBEC3G inh | -4 | -8 | -1 | -6 | -1 | -6 | 0 | -4
UBC13 polyUb | -10 | -1 | -7 | -6 | -4 | -6 | -22 | 10

41) O=C(NC12CC3CC(CC(C3)C1)C2)N1CCN(c2ccccc2)CC1
42) CC(C)(C)NCc1cc(Cl)ccc1OCc1ccccc1F
43) COc1ccc(CCN(C)C(=O)c2ccc3c(=O)n4c(nc3c2)CCCCC4)cc1OC
44) COC(=O)c1[nH]c2ccc(Br)cc2c1NC(=O)CN1CCCc2ccccc21
45) CCCCOc1ccc(N(CC(=O)NCC2CCCO2)C(=O)CCC(=O)Nc2nccs2)cc1 (configuration not stated)
46) COc1ccc(NC(=O)CSc2nccn2Cc2ccco2)cc1
47) Cc1cc(Cl)ccc1C(=O)C1CCCN(C(=O)c2cc(C(C)C)no2)C1 (configuration not stated)
48) CCCCN(CC)Cc1c(O)ccc2c(-c3ccccc3)cc(=O)oc12
Assay by compound | 41 | 42 | 43 | 44 | 45 | 46 | 47 | 48
SENP6 block | 9 | -5 | -7 | 4 | 9 | 0 | 16 | -17
SENP7 block | -5 | -9 | 5 | -3 | 2 | -10 | -5 | 8
SENP1 FRET inh | 2 | -4 | 0 | 21 | 2 | 1 | 0 | -36
SENP8 block-1 | 12 | 17 | 3 | 21 | 1 | 3 | 3 | -390
SENP8 block-2 | 5 | -8 | 8 | -17 | 5 | -5 | 0 | 0
Apaf-1 inh | -8 | 9 | -4 | 4 | 6 | 5 | 1 | -13
APOBEC3G inh | -5 | -3 | -7 | -4 | -9 | -2 | -3 | -4
UBC13 polyUb | 2 | -20 | 11 | -13 | 6 | 2 | 3 | 12

49) CCC(C)N(C(=O)Cn1c(Cl)nc2c1c(=O)n(C)c(=O)n2C)C1CCS(=O)(=O)C1 (configuration not stated)
50) O=C(O)Cc1n[nH]c(=O)c2ccccc12
51) Cc1cc(C(=O)N2CCN(c3ncccn3)CC2)sc1-c1ccccc1
52) COC(=O)c1ccccc1NC(=O)Cn1c(=O)n(Cc2ccccc2)c(=O)c2c(C)c(C)sc21
53) COc1ccc(C(=O)N(NC(=O)Oc2ccccc2)C(C)(C)C)cc1
54) COc1ccc(CCNCC(O)COc2cccc(Br)c2)cc1 (configuration not stated)
55) CCOC(=O)/C(=C\c1ccc(Cl)cc1)c1nc2sc(C)c(C)c2c(=O)[nH]1
56) CC(NC(=O)c1cc2sccc2n1C)c1ccc2c(c1)OCCO2 (configuration not stated)
57) O=Cc1cnc(N2CCN(Cc3ccccc3)CC2)s1
58) Cc1cc2cc(C#N)c(SCC(=O)Nc3nonc3C)nc2cc1C
Assay by compound | 49 | 50 | 51 | 52 | 53 | 54 | 55 | 56 | 57 | 58
SENP6 block | -24 | -14 | 4 | -9 | -5 | 2 | -10 | -1 | -22 | 99*
SENP7 block | 10 | 0 | 2 | 6 | 0 | 1 | -7 | 0 | -5 | -3
SENP1 FRET inh | 2 | 1 | 1 | -8 | 1 | 3 | -41 | -9 | 4 | 65*
SENP8 block-1 | 5 | 8 | 2 | 9 | 36 | 18 | -33 | 14 | 7 | -36
SENP8 block-2 | -14 | -4 | 2 | 0 | -4 | 4 | -4 | -1 | -4 | -5
Apaf-1 inh | -1 | -5 | 9 | -1 | -2 | 8 | 25 | 8 | 13 | 3
APOBEC3G inh | -6 | -9 | -5 | 13 | -3 | -6 | 6 | 2 | -10 | 4
UBC13 polyUb | -5 | 3 | 7 | -1 | 6 | 6 | 6 | 5 | -17 | -8
